# TDP1 inh = TDP1 (human) enzyme inhibition. hit rate 0.28% among 350,000. Potency, µM (highest dose often 130 µM), for inactives: at the top dose activity change, negative = inhibition, actives largely listed as inhibitors. recombinant TDP1, AlphaScreen DNA substrate cleavage; also: nearly all actives have a fitted effect of over 40% in size
# Target sequence (Q9NUW8 whole entry, looked up): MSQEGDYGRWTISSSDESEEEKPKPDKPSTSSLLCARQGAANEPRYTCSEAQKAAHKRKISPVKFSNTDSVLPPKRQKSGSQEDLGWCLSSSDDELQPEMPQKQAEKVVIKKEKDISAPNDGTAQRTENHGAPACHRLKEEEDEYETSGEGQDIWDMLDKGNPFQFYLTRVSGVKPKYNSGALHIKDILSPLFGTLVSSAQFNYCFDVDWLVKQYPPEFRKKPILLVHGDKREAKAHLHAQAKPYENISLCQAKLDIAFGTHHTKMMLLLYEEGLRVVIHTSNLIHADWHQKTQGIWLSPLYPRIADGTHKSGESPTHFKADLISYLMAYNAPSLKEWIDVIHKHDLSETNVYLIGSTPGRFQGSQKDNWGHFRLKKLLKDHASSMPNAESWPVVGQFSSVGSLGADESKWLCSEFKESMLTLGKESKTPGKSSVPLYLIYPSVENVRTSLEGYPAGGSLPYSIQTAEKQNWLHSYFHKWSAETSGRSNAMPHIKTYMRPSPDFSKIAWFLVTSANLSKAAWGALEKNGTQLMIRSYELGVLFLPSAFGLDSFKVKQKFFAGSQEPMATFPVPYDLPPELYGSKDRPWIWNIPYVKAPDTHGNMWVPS
#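 Enzyme-compound mixtures sat 15 min at room temperature, followed by a 5 min reaction with 15 nM final substrate and 10 min with AlphaScreen beads. Recombinant human Tdp1 was used at 1 nM final.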
# TDP1 cell noCPT = qHTS for Inhibitors of human tyrosyl-DNA phosphodiesterase 1 (TDP1): qHTS in cells in absence of CPT; DT40 Tdp1-/- hTDP1 cells, no CPT, ATP luminescence, 48 h; Potency, µM (doses to about 46.2 µM), for the others: at the highest dose activity change, negative = growth inhibition, usual class: inhibitors; hit rate 15% among 420,000; also: nearly all actives have a fitted effect of over 55% in size
#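 Stably hTDP1-transfected Tdp1-null chicken DT40 cells were treated with library compounds minus camptothecin and grown for at least 48 hr at 37 °C, after which cellular ATP was quantified by luminescence.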
# N370S GC = N370S glucocerebrosidase modulation, Gaucher chaperone candidate | P04062 | N370S GC spleen homogenate, 4MU-glucoside fluorescence | Potency, µM (titrated, usually from 59.4 µM), inactives show at the highest dose activity change, negative = inhibition, usual class: inhibitors | hit rate 0.092% among 330,000 | AID 2101;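 also: 0% = full enzyme activity and -100% = no enzyme basal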
# The depositor's hits bear a star; u = inconclusive; x = no result given; & = joins results of further samples; ! = a repeat was not active; [ ] = another dose, or the depositor's remark. Calls follow the shape of the dose curve; as a rule, active = well fitted curve in the direction sought with a large enough effect; inconclusive = small, poorly fitted or top-dose-only effect, or another doubt; inactive = no such curve, though single readings can be large; an effect the other way counts as inactive or inconclusive. Unless noted, % is scaled to controls: 0 for no effect and ±100 for the full control effect; potency is read from the fitted curve at half-maximal effect.
SMILES,TDP1 inh,TDP1 cell noCPT,N370S GC
CC(=O)NC1C(Oc2cccc(C)c2)OC2COC(c3ccco3)OC2C1O (configuration not stated),5%,u,1%
CC1CN(C(=O)c2ccccc2OCc2ccccc2Cl)CC(C)O1 (configuration not stated),1%,u,x
CC(=O)NC(=S)NNC(=O)C(c1ccccc1)c1ccccc1,10%,21µM*,4%
Cc1nn(CC(=O)Nc2cccc(C(F)(F)F)c2)c(=O)c2nn(-c3ccccc3)c(C)c12,3%,-3%,x
O=C(Nc1ccc(Cl)cc1)C1=Cc2cc(Cl)ccc2OC1,0%,26µM*,4%
COc1ccc(-n2c(SCC(=O)NC3CC3)nc3ccccc3c2=O)cc1OC,0%,8%,x
O=C(Nc1ccc(Br)cc1C(=O)O)c1ccc2c(c1)C(=O)N(Cc1ccccc1)C2=O,1%,7%,3%
CCOC(=O)c1ccc(NC(=O)C2COc3ccccc3O2)cc1 (configuration not stated),x,u,-4%
CC(OC(=O)CN1C(=O)NC2(CCCC2)C1=O)C(=O)Nc1cccc(Cl)c1 (configuration not stated),2%,-21%,1%
COc1ccc(-c2cc3c(nn2)-c2ccccc2C3=O)cc1,0%,16µM*,0%
CC(C)N(C(=O)Cn1c(SCC(=O)N2CCN(c3ccccc3)CC2)nc2ccccc21)C(C)C,0%,-8%,9%
O=C(Cc1ccccc1[N+](=O)[O-])NCCCc1ccccc1,x,u,1%

# Reprinted at random: four entries already listed.
SMILES,TDP1 inh,TDP1 cell noCPT,N370S GC
Cc1nn(CC(=O)Nc2cccc(C(F)(F)F)c2)c(=O)c2nn(-c3ccccc3)c(C)c12,3%,-3%,x
CCOC(=O)c1ccc(NC(=O)C2COc3ccccc3O2)cc1 (configuration not stated),x,u,-4%
CC(=O)NC(=S)NNC(=O)C(c1ccccc1)c1ccccc1,10%,21µM*,4%
CC(C)N(C(=O)Cn1c(SCC(=O)N2CCN(c3ccccc3)CC2)nc2ccccc21)C(C)C,0%,-8%,9%

# Later entries.
SMILES,TDP1 inh,TDP1 cell noCPT,N370S GC
Cc1ccc(S(=O)(=O)N2CC=C(c3c(C)n(C)c4ccccc34)CC2)cc1,6%,16µM*,10%
CCOC(CNC(=O)c1cccn2c(=O)c3cc(Cl)ccc3nc12)OCC,8%,13µM*,2%
CC#CCN1c2ccccc2[C@]23C[C@@H](C(=O)OC)N(S(=O)(=O)c4cccs4)C2=NC(C(=O)OC)=C(C(=O)OC)[C@H]13,9%[12.3 µM],x,-15%[12.8 µM]
COc1ccc(NC2CCCN(C(=O)CN3C(=O)c4ccccc4C3=O)C2)cc1OC (configuration not stated),6%,-19%,-1%
O=c1cnnc(Nc2ccccc2)[nH]1,3%,0%,-5%
Cc1c(F)cccc1NS(=O)(=O)c1ccc2c(c1)n(C)c(=O)c(=O)n2C,4%,-26%,-8%
Clc1ccc(C2=NCCn3nc4ccccc4c32)cc1,3%,u,-13%
COc1cccc(NC(=O)COC(=O)c2c(C)noc2C)c1,0%,-12%,x
CN(Cc1ccccc1)Cc1nc2c([nH]1)c(=O)[nH]c(=O)n2C,11%,-19%,u
Cc1ccc(C(=O)Cn2ncsc2=N)cc1,3%,8%,3%
Nc1ncnc(Nc2cc(Cl)cc(Cl)c2)c1[N+](=O)[O-],3%,-7%,-2%
COc1cc2c(cc1OC)-c1cc(NC3CC3)nc(=O)n1CC2,3%,u,-11%
N#C/C(=C(/O)COC(=O)CCc1ccc(S(=O)(=O)N2CCOCC2)cc1)c1nc2ccccc2[nH]1,11%,13µM*,9%
C/C(=N\NC(=O)c1ccc(N/N=C(\C)c2ccncc2)cc1)c1ccncc1,7%,21µM*,-23%
Cc1cccc(NC(=O)C2CC(=O)OC23CCCC3)c1 (configuration not stated),-5%,15%,-4%
CN1CCC(=O)N(C(CSc2ccc(Br)cc2)c2ccccc2)CC1 (configuration not stated),10%,x,-15%
CC(=O)N(C1CC(C)C(C#N)(C#N)C1(C#N)C#N)N(C)C (configuration not stated),11%,0.58µM*,5%
CCc1nc(Nc2ccccc2)c2oc3ccccc3c2n1,0%,u,16%
CCN(CC)CCCNC(=O)CNC(=S)N(CCCN1CCOCC1)Cc1cccs1,-2%,-17%,-25%
CC(=O)c1cc(C(=O)Nc2ccc(C(=O)O)cc2)oc1C,2%,5%,0%
Cc1ccc(S(=O)(=O)N2CCN(c3ccccn3)CC2)cc1,3%,-3%,-7%
CN(C(=O)c1ccccc1C(=O)OCC(=O)c1ccc(F)cc1)c1ccccc1,2%,-27%,x
CCN1CC(CN(C)Cc2nc(-c3ccc(C(F)(F)F)cc3)no2)CC1=O (configuration not stated),1%,18µM*,4%
O=C(Nc1cccc(S(=O)(=O)N2CCOCC2)c1)c1c2c(nc3ccccc13)CCC2,-2%,-6%,-11%

# In another format: four of the compounds above
N#C/C(=C(/O)COC(=O)CCc1ccc(S(=O)(=O)N2CCOCC2)cc1)c1nc2ccccc2[nH]1
  TDP1 inh = 11%
  TDP1 cell noCPT = 13µM*
  N370S GC = 9%

C/C(=N\NC(=O)c1ccc(N/N=C(\C)c2ccncc2)cc1)c1ccncc1
  TDP1 inh = 7%
  TDP1 cell noCPT = 21µM*
  N370S GC = -23%

Cc1cccc(NC(=O)C2CC(=O)OC23CCCC3)c1 (configuration not stated)
  TDP1 inh = -5%
  TDP1 cell noCPT = 15%
  N370S GC = -4%

CN1CCC(=O)N(C(CSc2ccc(Br)cc2)c2ccccc2)CC1 (configuration not stated)
  TDP1 inh = 10%
  TDP1 cell noCPT = x
  N370S GC = -15%

# Following part
SMILES,TDP1 inh,TDP1 cell noCPT,N370S GC
COc1ccc(NS(=O)(=O)c2cccc(C(=O)N/N=C/c3cccs3)c2)cc1,-3%,-26%,25%
CNc1nc(C)c(C#N)cc1C(C)=O,7%,1%,2%
Cc1ccn2c(=O)c(NC(=O)c3cccc4ccccc34)c(C)nc2c1,x,u,10%
CCOC(=O)c1c(C)[nH]c(C)c1S(=O)(=O)N1CCOCC1,-3%,11%,1%
CC(=O)c1cccc(N(CC(=O)NCCc2ccccc2)C(=O)c2csnn2)c1,1%,u,-1%
C/C(=N\Nc1ccc(S(=O)(=O)N2CCCCC2)cn1)c1cccc(Br)c1,1%,3.3µM*,x
CC(OC(=O)c1ccc(O)cc1)C(=O)Nc1cc(C(F)(F)F)ccc1Cl (configuration not stated),x,u,-1%
Cc1nnc(NCc2ccccc2)c2ccccc12,x,-18%,2%
CN(Cc1nc(-c2ccccn2)no1)S(=O)(=O)c1ccc(Cl)cc1,0%,-1%,12%
Cc1ccccc1-c1nnc(C2CCN(S(=O)(=O)c3ccc(Cl)cc3)CC2)o1,-1%,3.7µM*,x
NC(=O)CC(NC(=O)Cc1ccc(Br)cc1)c1ccc(NC2CCCC2)c([N+](=O)[O-])c1 (configuration not stated),2%,u,-3%
COc1ccc(NC(=O)c2cccc(S(=O)(=O)N3CCOCC3)c2)cc1,x,-24%,-10%
CCCC[n+]1c(-c2ccc(Cl)cc2Cl)csc1Nc1ccccc1,2%,21µM*,4%
COC(=O)c1ccc(N2CCN(C)CC2)c(NC(=O)c2ccc(Br)o2)c1,4%,u,-8%
Cc1cc(C)c2cc(CN(Cc3ccco3)C(=S)NCC3CCCO3)c(=O)[nH]c2c1 (configuration not stated),6%,16µM*,u
Nn1c(SCc2ccccc2)nnc1-c1ccco1,-5%,-10%,3%
O=C(CSCc1ccc([N+](=O)[O-])cc1)NC1CCCCCC1,1%,u,-3%
CC(=O)c1cccc(NC(=O)Cn2c(=O)oc3cc(S(=O)(=O)N4CCCC4)ccc32)c1,3%,-11%&-14%,-8%
COc1ccc(CNC(=O)[C@H](CCSC)NC(=O)N2CCn3c2nc2ccccc23)cc1,7%,2%,-5%
CNc1ncncc1-c1ccccc1C(F)(F)F,x,-17%,0%
COc1cc(OC)cc(-n2nnnc2SCC(=O)Nc2ccc(C(C)=O)cc2)c1,2%,-3%,7%
COc1ccc(NC(=O)Cn2nc(Cc3cccnc3)c3ccccc3c2=O)cc1OC,9%,6%,-4%
COc1cc2c(-c3ccccc3C)nc3c(c(C)nn3-c3ccccc3)c2cc1OC,-7%[12.3 µM],u,x
COc1ccccc1Nc1nc(-c2c(C)[nH]c3ccccc23)cs1,13%,u,-4%
CCOC(=O)C1CN(S(=O)(=O)c2ccc(C)cc2)C1,6%,-19%,0%
CCOc1ccc(C(=O)NCc2cccnc2)cc1,6%,2%,-8%
O=[N+]([O-])c1ccc2c3n([n+]([O-])c2c1)CCN=C3c1ccc(Cl)cc1,10%,15µM*,-16%
O=C(/C=C\c1ccccc1)NC1CC(=O)N(c2ccccc2)C1 (configuration not stated),0%,-7%,x
Cn1c(SCC(=O)N2CCCC2=O)nc2ccccc2c1=O,3%,-18%,x
CC1CCCC2(C1)NC(=S)c1c(sc3c1CCCC3)N2 (configuration not stated),3%,3.7µM*,-3%
O=C(NC(=S)Nc1cccnc1)c1cc2ccccc2o1,4%,-3%,-7%
O=C(Nc1ccccc1[N+](=O)[O-])C1(c2ccccc2)CCOCC1,7%,16µM*,7%
Cc1ccc(Cn2c(C)nc3c(c2=O)c2nc4ccccc4nc2n3Cc2ccco2)cc1,-11%,23µM*,15%
O=C(CCS(=O)(=O)c1nc(-c2ccc3c(c2)OCO3)cc(C(F)(F)F)n1)Nc1ccccc1C(F)(F)F,3%,23µM*,x
CCCn1c(N)c(C(=O)CN2CCN(S(=O)(=O)c3cccs3)CC2)c(=O)[nH]c1=O,2%,-20%,3%
COc1ccc(/C(O)=C2/C(=O)C(=O)N(CCN3CCOCC3)C2c2ccc(C)cc2)cc1 (configuration not stated),-2%,3%,7%
Cc1ccc(C)c(S(=O)(=O)NCc2ccc(C(=O)N3CC(C)OC(C)C3)cc2)c1 (configuration not stated),2%,-7%,-10%
CCOc1cc(C)nc(NCCc2ccc(OC)c(OC)c2)n1,2%,20µM*,0%
C[C@H](NC(=O)OCc1ccccc1)C(=O)NNC(=O)[C@H](Cc1ccccc1)NC(=O)OC(C)(C)C,-1%,-20%,2%
COC(=O)c1ccc2c(c1)N(Cc1ccccc1)C(=O)c1ccccc1S2(=O)=O,3%,u,x
CCOC(=O)N1CCN(Cc2nc3cc(NC(=O)CC(C)C)ccc3n2C)CC1,x,u,0%
O=C(CSc1nc(O)cc(=O)n1-c1ccccc1)NC1CCCCC1,7%,6%,-24%
O=C(CCC1N=C2c3ccccc3N=C(SCc3cccc(Cl)c3)N2C1=O)NCCc1ccccc1 (configuration not stated),9%,u,x
Cc1[nH]nc(SCC(=O)NCc2ccccc2)c1[N+](=O)[O-],5%,-4%,u
COCCN1C=C2C(=O)C(C)(OC(=O)CCc3ccccc3)C(=O)C=C2C=C1c1ccc(C#N)cc1 (configuration not stated),7%[21 µM],-26%,-13%[12.8 µM]
Cc1c(/C=C(\C#N)C(=O)Nc2cccc(Cl)c2)c2ccccc2n1Cc1ccccc1,1%[12.3 µM],5.8µM*,x
CC1=N/C(=C\c2ccc([N+](=O)[O-])cc2)C(=O)N1c1ccc(F)cc1F,x,18µM*,-2%
COCCSc1ccccc1C(=O)Nc1ccc(Cl)cc1,5%,u,22%
CCC(C)c1ccc(OCC(=O)Nc2cccc3ccc(C)nc23)cc1 (configuration not stated),2%,-25%,x
Cc1onc(-c2ccccc2Cl)c1C(=O)N1CCN(Cc2ccc3c(c2)OCO3)CC1,5%,-18%,-11%
Cc1ccc(CNC(=O)C2CCCN(S(=O)(=O)c3c(C)noc3/C=C/N(C)C)C2)cc1 (configuration not stated),3%,u,1%
O=C(NCCn1cc(SCc2ccccc2)c2ccccc21)c1c(F)cccc1F,3%,23µM*,-4%
O=C1c2ccccc2C(=O)N1Cc1cnc(N2CCN(c3ccccc3)CC2)s1,3%,12µM*,8%
COc1ccc(-c2noc(CSc3nc4ccccc4[nH]3)n2)cc1OC,7%,18µM*,x
Cc1ccsc1/C=N/Nc1cccc(C(=O)O)c1,-3%,-1%,-1%
CCOc1ccccc1CNCCNC(=O)c1nonc1N,-2%,26µM*!,5%
COCCn1c(=O)c2cc3c(=O)n(CCOC)c(=O)c3cc2c1=O,10%,-5%,-5%
Cc1ccccc1NC(=O)c1cc(=O)c2ccccc2o1,8%,-12%,-6%
S=C(NCc1ccco1)NCC1CCCO1 (configuration not stated),3%,0%,-16%
O=C(Nc1cccnc1)c1cnn2c(C(F)F)cc(C3CC3)nc12,3%,5.2µM*,10%
# (more compounds)
SMILES,TDP1 inh,TDP1 cell noCPT,N370S GC
COc1cc(NC(=O)C2=C(N3CCOCC3)/C(=C\c3ccc(N(C)C)cc3)CCC2)cc(OC)c1OC,7%,2.9µM*,-11%
Cc1ccc(/C=C/C(=O)N2CCN(Cc3ccccc3)CC2)o1,8%,u,-2%
O=C(COC(=O)c1ccccn1)c1ccc([N+](=O)[O-])cc1,7%,1%,1%
Cc1cc(Cl)c2oc(C(=O)N(C)Cc3cc(C)[nH]n3)c(C)c2c1,8%,-7%,-6%

# A portion of the library; rates above refer to the full screens.
